FLuc counter – inhibits or activates purified firefly luciferase, miR-21 counter-screen; P08659; purified FLuc, Km substrates, luminescence inhibition; Potency, µM (series often up to 57.5 µM), inactives show top-dose activity change, negative = inhibition, hits mostly inhibitors; hit rate 6.9% among 360,000; active = well fitted inhibition curve with a large enough effect; inconclusive = small, poorly fitted or top-dose-only effect;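 note: plate controls were vehicle for no effect and reference inhibitor for full effect; nearly all actives have a fitted effect of over 55% in size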
Target sequence (P08659 whole entry, looked up): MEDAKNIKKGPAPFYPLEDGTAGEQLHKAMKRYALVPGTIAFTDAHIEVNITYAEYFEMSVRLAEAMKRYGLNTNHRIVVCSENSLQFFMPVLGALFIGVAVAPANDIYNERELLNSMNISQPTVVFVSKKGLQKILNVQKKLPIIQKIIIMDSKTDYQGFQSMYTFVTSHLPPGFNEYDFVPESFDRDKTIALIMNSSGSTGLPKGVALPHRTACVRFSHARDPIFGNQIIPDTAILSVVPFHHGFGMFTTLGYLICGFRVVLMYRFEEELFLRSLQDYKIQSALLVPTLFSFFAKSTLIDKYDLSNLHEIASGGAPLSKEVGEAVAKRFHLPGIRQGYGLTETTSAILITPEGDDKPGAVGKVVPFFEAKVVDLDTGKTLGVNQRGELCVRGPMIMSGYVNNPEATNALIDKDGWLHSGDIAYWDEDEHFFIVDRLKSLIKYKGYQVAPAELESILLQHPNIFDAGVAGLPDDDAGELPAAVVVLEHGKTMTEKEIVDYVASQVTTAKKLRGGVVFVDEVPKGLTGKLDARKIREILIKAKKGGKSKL
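Biochemical qHTS of compounds, final roughly 60 µM downward over six points, against 10 nM purified firefly luciferase using Km concentrations of substrates (10 uM D-luciferin, 10 uM ATP) in Tris acetate pH 7.5 buffer; luminescence output.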
Active calls of the source: *; u = inconclusive. Potency is the fitted concentration of half-maximal effect. This is a subset (hit frequency here may not be typical).

structure,FLuc counter
CCOc1ccc(CC(=O)NC2CC(=O)N(c3cccc(F)c3)C2)cc1 (stereo not drawn),-1.0%
Cc1ccc(C)c(Cn2c(C(C)NC(=O)c3ccc(F)cc3)nc3ccccc32)c1 (stereo not drawn),-1.3%
COc1cccc2c1cc1c(=O)n(CC(=O)N3CCN(c4cccc(C)c4)C(C)C3)nc(C)n12 (stereo not drawn),-1.7%
COc1cccc(-c2ncnn2-c2sc3c(c2C#N)CCCCC3)c1OC,0.953µM*
CCCOc1ccc(NC(=O)CC2C(=O)N(c3ccccc3)C(=O)N2CCC(C)C)cc1 (stereo not drawn),-8.4%
CCc1ccc(-c2cc(C)no2)cc1S(=O)(=O)Nc1cc(OC)c(OC)c(OC)c1,-16.6%
CCCCOc1ccc(C(=O)N2CCC(c3nc4ccccc4o3)CC2)cc1,-4.5%
COc1ccc(NC(=O)c2cc3c(-c4ccccc4F)nn(C)c3s2)c(OC)c1,-18.8%
CC(=O)c1ccc(NC(=O)CSc2nnc3ccc(-c4ccc(Cl)cc4)nn23)cc1,-0.9%
CCn1c2ccccc2c2cc(NC(=O)COc3cccc(C)c3)ccc21,-15.1%
Cc1cccc(-n2ncc3c(Nc4ccc(C)c(Cl)c4)ncnc32)c1,-19.5%
COc1ccc(CNC(=O)C(=O)NCC(c2cccs2)S(=O)(=O)c2ccc(C)cc2)cc1 (stereo not drawn),0.2%
Cc1ccc2c(c1)-c1cc(C)nn1C(c1cc(Br)ccc1O)N2 (stereo not drawn),-8.4%
CCOC(=O)c1ccc(NC(=O)c2c(NCc3sccc3C)sc3c2CCCCC3)cc1,u
O=C(CCSCc1ccc(Cl)cc1)NCc1ccc(F)cc1Cl,u
CCOc1ccc(C2N3CC4(C(C)C)CN2CC(C(C)C)(C3)C4=O)cc1OC (stereo not drawn),-1.6%
Cc1ccccc1CSCCNC(=O)C1CCN(S(=O)(=O)Cc2ccccc2)CC1,-7.5%
CCc1cccc(C)c1NS(=O)(=O)c1ccc(-c2cc(C)no2)s1,-0.6%
Cc1ccc(NC(=O)Cn2cnc3c(oc4ccccc43)c2=O)cc1Cl,-13.3%
Cc1c(Cl)cccc1Nc1nn2c(=O)c3ccccc3nc2s1,-17.1%
Cc1c(Cl)cccc1NC(=O)N1CCC(CN2CCOCC2)CC1,0.1%
Cc1cccc(NC(=O)c2cc3c(=O)n(Cc4cccnc4)ccc3nc2C)c1,-5.9%
CCCNC(=O)C(=O)NCC(c1ccc2c(c1)OCO2)N1CCOCC1 (stereo not drawn),-0.2%
COc1ccc(-c2nc3cc(NC(=O)COc4ccc(F)cc4)ccc3o2)cc1,0.3%
CCN1CCC(N(Cc2ccc3c(c2)OCO3)C(=O)Nc2cc(F)ccc2F)CC1,-4.9%
Cc1ccc(NC(=O)C2CCCN2S(=O)(=O)c2ccc3c(c2)C(C)(C)C(=O)N3C)cc1 (stereo not drawn),-1.3%
Cc1cc(C)n2nc(CNC(=O)c3c(F)cccc3F)nc2n1,-5.7%
CCCCN1C(=O)CN(C2CCCCCC2)C(=O)C1c1ccc(OCC)c(OC)c1 (stereo not drawn),-1.9%
COc1ccc(CNC(=O)CN(c2ccc(C(C)C)cc2)S(=O)(=O)c2c(C)nn(C)c2C)cc1,-15.4%
CCN1C(C(=O)c2ccccc2)=C(NC(=O)c2ccc(Cl)cc2)c2ccccc2S1(=O)=O,2.8%
CCN(Cc1ccccc1)S(=O)(=O)c1ccc(F)c(C(=O)Nc2ccc(C(C)C)cc2)c1,-13.5%
COc1ccc(NC(=O)CC2C(=O)N(c3cccc(OC)c3)C(=O)N2CCc2cccs2)cc1 (stereo not drawn),0.4%
Cc1cccc(-c2nc3scc(CCNC(=O)c4ccc(Br)o4)n3n2)c1,-6.0%
CCC(CC)C(=O)Nc1cccc(-c2nc3cccnc3s2)c1,-5.9%
CC(C)(C)OC(=O)N1CCC(c2c(C(=O)N3CCCCC3)cnn2-c2ccc(F)cc2F)CC1,-0.4%
COc1ccccc1OCCn1c(NC(=O)c2ccccc2Cl)nc2ccccc21,-17.2%
CCOc1ccccc1NC(=O)c1ccc2oc(=O)c(S(=O)(=O)c3ccc(F)cc3)cc2c1,2.8%
O=C(CCc1nc(-c2cccs2)no1)Nc1ccccc1[N+](=O)[O-],-4.1%
CCOC(=O)C1=C(c2ccccc2)Nc2ncnn2C1c1ccc(Cl)cc1 (stereo not drawn),-10.0%
CN(C)CCNC(=O)CCCn1c(=O)c2cccn2c2ccccc21,15.1µM*
Cc1ccc(Cn2cc(C(=O)c3ccc4c(c3)OCO4)c(=O)c3cc(C)ccc32)cc1,-1.1%
CCOc1ccc(C(=O)Nc2ccc(Cl)c(-c3nc4cc(C)cc(C)c4o3)c2)cc1,-10.2%
O=C(Nc1cc(Cl)ccc1O)c1cc(-c2ccc3c(c2)OCO3)on1,-16.2%
CCOc1ccccc1NC(=O)c1c(NC(=O)COc2ccccc2)sc2c1CCCCC2,0.5%
CCc1cccc(C)c1NC(=O)Cn1c(=O)n(-c2ccc(C)cc2)c(=O)c2c1cnn2C,3.9%
COc1ccc(CNS(=O)(=O)c2ccc(N3CCCCS3(=O)=O)cc2)cc1,-6.9%
CCN(CC)C(=O)c1sc2c(c1C)c(=O)n(CCc1ccccc1)c(=O)n2Cc1ccc(C)cc1,-2.2%
CCn1nc(C)c2c(-c3ccccc3)cc(=O)n(C(C)C(=O)Nc3ccc(OC)c(OC)c3)c21 (stereo not drawn),-2.6%
Cc1ccc(C(C)C)c(OCC(=O)Nc2cc(-c3nc4ccccc4[nH]3)ccc2C)c1,-9.5%
COc1ccccc1CNS(=O)(=O)c1c(C)nc2sc(C)cn2c1=O,-3.1%
CCN1CCN(CCCNC(=O)Cn2c(-c3cccs3)cc3cc(F)ccc32)CC1,-2.6%
COc1ccc(-c2cn3c(C)c(C(=O)Nc4cc(C)cc(C)c4)sc3n2)cc1,-3.1%
CCc1nc2nc(C)c(NS(=O)(=O)c3ccc(C(C)(C)C)cc3)c(=O)n2[nH]1,u
Cn1c(C(=O)Nc2ccc(OC(F)(F)F)cc2)cc2c(=O)n3ccccc3nc21,-9.7%
O=C(CSc1nnc(-c2cccs2)o1)Oc1ccccc1Cl,4.6%
O=C(Nc1ccc2nc(SCC(=O)N3CCOCC3)sc2c1)c1cccc(Br)c1,u
CC1CCc2c(sc(NC(=O)c3cc4nc(-c5ccc(Cl)cc5)cc(C(F)(F)F)n4n3)c2C#N)C1 (stereo not drawn),2.5%
CCN1CCN(c2cc3c(cc2F)c(=O)c(S(=O)(=O)c2ccc(OC)cc2)cn3CC)CC1,-6.3%
CNC(=O)c1ccc(NC(=O)c2nsc3ccccc23)cc1,1.51µM*
CCOc1ccc(-n2nc(CO)c(C(=O)NCc3cccs3)n2)cc1,19µM*

More entries:
structure,FLuc counter
O=C(CN1C(=O)COc2ccc(S(=O)(=O)NC3CCCC3)cc21)NCc1ccccc1Cl,-4.6%
CCN1CCN(c2ncnc3c2cnn3-c2cccc(C)c2)CC1,u
CCC(=O)N1CCc2cc(CNS(=O)(=O)c3c(C)cc(C)cc3C)ccc21,-5.1%
O=C(CCS(=O)(=O)c1nc(-c2cccs2)cc(C(F)(F)F)n1)Nc1ccc(OC(F)(F)F)cc1,-0.9%
CCOc1ccc(CNC(=O)c2ccc(NC(=O)c3nsc4ccccc34)cc2)cc1,7.57µM*
O=C(Cn1ncc2c3ccccc3n(Cc3ccccc3F)c2c1=O)NCc1ccccc1Cl,-6.4%
COc1cccc(Cn2c(CNC(=O)Cc3cccc(C)c3)nc3cccnc32)c1,-4.0%
Oc1c(C(c2ccccc2F)N2CCN(c3ccccc3F)CC2)sc2nc(-c3ccco3)nn12 (stereo not drawn),u
COc1ccc(CCNS(=O)(=O)c2c(C)nc3sccn3c2=O)cc1OC,-4.7%
CCc1cccc(NC(=O)Cn2c(=O)n(-c3cccc(Cl)c3)c(=O)c3c2c2cc(C)ccc2n3C)c1,0.3%
CC(C)c1ccc(NC(=O)CSc2nc(=O)n(Cc3ccccn3)c3c2CCC3)cc1,u
Cc1ccc(-n2ncc3c(N4CCN(Cc5ccccc5)CC4)ncnc32)cc1C,-13.0%
COc1ccc(NC(=O)C(=O)NCc2ccco2)c(OC)c1,-2.5%
CCc1cccc(NC(=O)C(Cc2ccccc2)n2cccc2)c1 (stereo not drawn),-11.6%
Cc1ccc(NC(=O)c2cc(S(=O)(=O)N(C)C3CCCCC3)ccc2F)cc1C,-5.4%
COc1cccc(NC(=O)CSc2nc(-c3ccccc3)nc3c2Cc2cc(Cl)ccc2O3)c1,2.3%
COc1cccc2sc(N(Cc3cccnc3)C(=O)c3ccc4c(c3)OCCO4)nc12,u
CNC(=O)c1cc2n(n1)CCCN(Cc1ccc(F)cc1)C2=O,-0.5%
CCSC1=NC2(CCN(C(=O)NC3CCCCC3)CC2)N=C1c1ccc(C)cc1,1.9%
Cc1ccc2oc(C(=O)Nc3ccc(S(=O)(=O)N4CCCC(C)C4)cc3)cc(=O)c2c1 (stereo not drawn),-0.9%
CCC(=O)N1CCc2cc(Br)cc(S(=O)(=O)CCC(=O)N3CCN(c4ccccc4F)CC3)c21,-10.8%
CCc1ccc(CNC(=O)C2CCCN(S(=O)(=O)c3ccc4c(ccn4C)c3)C2)cc1 (stereo not drawn),-5.1%
COc1ccccc1CNC(=O)c1ccc2[nH]c(C)c(C)c2c1,u
CCC(C(=O)NCc1cc(OC)ccc1OC)n1nc(C)c2sc3ccccc3c2c1=O (stereo not drawn),-10.3%
O=C(CSc1nc(-c2ccccc2)[nH]c1-c1ccc(F)cc1)NC1CCCC1,-7.8%
CCOc1ccc(NC(=O)CNS(=O)(=O)c2ccc(Br)s2)cc1,-13.8%
CCCC(=O)C1=C(c2cccc(OC)c2)N(C(=O)CCC)n2c(C)nnc2S1,2.2%
O=C(COCc1cc(-c2ccc(F)cc2)on1)Nc1cccc(Cl)c1Cl,-2.2%
Cn1cc(-c2cc3n(n2)CCC(=O)N3CCCC(=O)Nc2ccc(F)cc2F)c2ccccc21,-1.6%
COc1ccc(-c2cc3ccc(O)c(CN4CCC(C)CC4)c3oc2=O)cc1OC,-1.1%
O=C(NCc1ccccc1)c1nc(S(=O)(=O)Cc2ccc(F)cc2)ncc1Cl,-11.8%
CCc1nnc2c3ccccc3nc(N3CCN(c4cc(C)ccc4C)CC3)n12,5.8%
COc1ccc(NC(=O)Cc2c(C(=O)O)[nH]c3ccccc23)cc1OC,-5.0%
CCCSc1ncc(Cl)c(C(=O)N(Cc2cccc(Cl)c2)C2CCS(=O)(=O)C2)n1 (stereo not drawn),-2.6%
COc1ccccc1CNC(=O)c1ccc2nc(-c3ccccc3)c(-c3ccccc3)nc2c1,-18.9%
Cn1cc(C(=O)NCc2ccccc2)c(=O)c2cc(S(=O)(=O)N3CCOCC3)ccc21,-1.9%
CCCSCCCNC(=O)Cn1c(-c2cccs2)cc2ccccc21,-9.6%
COc1ccccc1-c1noc(CCCC(=O)Nc2cc(C)ccc2C)n1,3.3%
CCOc1ccc(-n2cc(-c3ccccc3)c3c(NCCc4ccccc4)ncnc32)cc1,1.9%
CCOC(=O)N1CCc2c(sc(NCc3cccc(F)c3)c2C(=O)Nc2ccc(OC)cc2)C1,u

Three entries drawn at random from those above, as already listed:
structure,FLuc counter
COc1ccc(-c2cn3c(C)c(C(=O)Nc4cc(C)cc(C)c4)sc3n2)cc1,-3.1%
Cn1cc(C(=O)NCc2ccccc2)c(=O)c2cc(S(=O)(=O)N3CCOCC3)ccc21,-1.9%
Cc1ccccc1CSCCNC(=O)C1CCN(S(=O)(=O)Cc2ccccc2)CC1,-7.5%

By substructure: the entries above containing a tert-butyl group.
structure,FLuc counter
CC(C)(C)OC(=O)N1CCC(c2c(C(=O)N3CCCCC3)cnn2-c2ccc(F)cc2F)CC1,-0.4%
CCc1nc2nc(C)c(NS(=O)(=O)c3ccc(C(C)(C)C)cc3)c(=O)n2[nH]1,u

(list continues)
structure,FLuc counter
COc1ccc(Cl)cc1NC(=O)c1cc(C)nc2c1c(C)nn2-c1ccccc1,-4.1%
CCCc1nc(SC)ncc1C(=O)N1CCN(c2ccc(Cl)cc2)CC1,-0.2%
Cc1ccc2c(=O)c(C(=O)c3cccc(Cl)c3)cn(CC(=O)Nc3ccccc3C(F)(F)F)c2n1,-0.9%
COc1ccc(-n2c(=O)c3ccccc3n(CC(=O)NCCc3ccccc3)c2=O)c(OC)c1,-4.9%
Cc1c(Cl)cccc1NC(=O)c1noc2c1CCCC2,u
CC(C)CCNC(=O)Nc1cc(C(=O)NCc2cccc(F)c2)ccc1N1CCCC1,-1.4%
Cc1c(C(=O)OC2CCCCC2)[nH]c2c1C(=O)CC(c1ccc(C(C)(C)C)cc1)C2 (stereo not drawn),6.8%
COc1ccc(CNc2oc(-c3ccc(COc4ccc(Cl)cc4)o3)nc2C#N)cc1,-3.0%
Clc1ccccc1-c1nnc(SCc2nc(-c3ccccc3)no2)n1-c1ccccc1,5.0%
CN(CCCNC(=O)c1cc2c(=O)n(C)c3ccccc3c2s1)Cc1ccccc1,0.4%
Cc1ccc(CCNC(=O)C2CCCN(c3nnc(C)c4c(C)n(-c5ccccc5)nc34)C2)cc1 (stereo not drawn),-1.9%

High-throughput results deposited in PubChem BioAssay by National Center for Advancing Translational Sciences (NCATS).
